# NadD block: NadD (S. aureus) enzyme inhibition. purified NadD enzyme, colorimetric absorbance read-out. inhibition, % at 20 µM. 360,000 compounds, 0.78% hits. AID 602399; in the data active = inhibition above about 26%; note: some compounds past the cut are filed as inactive
# Scp-1 inhibitor: Scp-1 (human) phosphatase inhibition | Recombinant Scp1, phosphopeptide, malachite green phosphate absorbance | inhibition, % at 20 µM | 340,000 compounds, 0.88% hits | AID 493091;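 active = inhibition above about 50% at 20 µM, limit read from the data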;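 note: plate controls were DMSO wells with enzyme for no effect and wells lacking enzyme for full effect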
#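 Test system – truncated SCP-1 phosphatase (76-261aa) · Reagent – Phosphorylated 17-residue peptide substrate · Incubation – 45 min room-temperature reaction, 5 min colour, 30 min stabiliser · Detection – colorimetric phosphate reagent with accelerator and stabiliser, absorbance at 630 nm · Measure – % inhibition at 20 µM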
# MLLE-PAM2 inh: inhibitors of microRNA-mediated deadenylation, human PABP1 MLLE binding. GST-MLLE / FITC-PAM2 fluorescence polarization. 360,000 compounds, 0.36% hits. AID 588489. inhibition, % at 20 µM; in the data active = inhibition above about 35%, passing the limit was not always enough;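 note: plate controls were DMSO wells with GST-MLLE for no effect and wells lacking GST-MLLE protein for full effect; some results filed as inactive read as strong as hits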
# Tb MetRS inh: Trypanosoma brucei MetRS inhibition; purified T. brucei MetRS, ATP depletion, Kinase-Glo luminescence; inhibition, % at 11.9 µM; 360,000 compounds, 0.4% hits;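 active = inhibition above a per-plate cutoff of the control wells' mean inhibition plus 3 SD, cut at about 5.5% in these data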;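 note: 0% = DMSO wells median and 100% = median of wells with control inhibitor compound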
#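 Dosing: 11.9 µM single point; system: parasite MetRS enzyme; technique: luminescence of leftover ATP; times: 15 min enzyme-compound preincubation, 2 h reaction, 10 min detection, 25 °C; replicates: each compound tested once; read-out basis: percent inhibition relative to median high and low control wells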
# Rpn11 inh: Rpn11 (human) deubiquitinase inhibition. 360,000 compounds, 0.59% hits. calls only at 20 µM. O00487. human 26S proteasome, Ub4-pepOG fluorescence polarization; 20S core pre-blocked with epoxomicin;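 active = inhibition at 20 µM, scaled to each plate's controls, above about 33%, limit read from the data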
# Target sequence (O00487 whole entry, looked up): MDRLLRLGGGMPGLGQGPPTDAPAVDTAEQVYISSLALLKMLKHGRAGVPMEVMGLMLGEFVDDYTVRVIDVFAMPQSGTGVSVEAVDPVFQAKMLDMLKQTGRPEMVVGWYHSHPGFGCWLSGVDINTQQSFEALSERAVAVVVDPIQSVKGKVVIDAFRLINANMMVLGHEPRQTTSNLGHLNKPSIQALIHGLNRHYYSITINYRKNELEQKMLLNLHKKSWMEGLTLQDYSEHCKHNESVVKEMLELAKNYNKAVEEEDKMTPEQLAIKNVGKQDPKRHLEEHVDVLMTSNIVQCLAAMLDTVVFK
# SUMO1-SIM PPI: modulators of human SUMO1-mediated protein-protein interactions; 360,000 compounds, 0.33% hits; P63165; SUMO1 binding to a labelled peptide, TR-FRET, 1 h; inhibition, % at 20 µM; AID 602429; in the data active = inhibition above about 37%
# Target sequence (P63165 whole entry, looked up): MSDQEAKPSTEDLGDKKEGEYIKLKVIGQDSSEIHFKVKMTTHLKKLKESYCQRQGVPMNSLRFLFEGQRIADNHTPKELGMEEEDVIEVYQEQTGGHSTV
# LMPTP inh: blocks human LMPTP phosphatase | P24666 | recombinant LMPTP-A, OMFP fluorogenic substrate, fluorescence intensity | inhibition, % at 20 µM | 360,000 compounds, 0.22% hits | AID 651560;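 active = compounds that cut the enzyme signal by at least half of the control window in the single-dose screen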;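 note: plate controls were DMSO wells with enzyme plus substrate for no effect and substrate without enzyme for full effect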
#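 Assay system: LMPTP-A enzyme. Input: 0.625 nM LMPTP-A final. Probe or stimulus: 400 µM OMFP. Compound dosing: single 20 µM dose. Schedule: 50 min dark incubation at room temperature. Detection: fluorescence intensity of OMFP turnover product. Read-out: percent inhibition versus substrate-only and uninhibited controls. Benchmarks: no-enzyme low control, uninhibited high control.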
# STEP inh: STEP (human) phosphatase inhibition | P54829 | recombinant STEP, OMFP fluorogenic substrate, fluorescence | inhibition, % at 20 µM | 360,000 compounds, 0.25% hits | AID 588621;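 active = inhibition at 20 µM, scaled per plate between control wells, above about 37%, limit read from the data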;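 note: 0% = DMSO with enzyme and substrate and 100% = substrate only without enzyme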
# Target sequence (P54829 whole entry, looked up): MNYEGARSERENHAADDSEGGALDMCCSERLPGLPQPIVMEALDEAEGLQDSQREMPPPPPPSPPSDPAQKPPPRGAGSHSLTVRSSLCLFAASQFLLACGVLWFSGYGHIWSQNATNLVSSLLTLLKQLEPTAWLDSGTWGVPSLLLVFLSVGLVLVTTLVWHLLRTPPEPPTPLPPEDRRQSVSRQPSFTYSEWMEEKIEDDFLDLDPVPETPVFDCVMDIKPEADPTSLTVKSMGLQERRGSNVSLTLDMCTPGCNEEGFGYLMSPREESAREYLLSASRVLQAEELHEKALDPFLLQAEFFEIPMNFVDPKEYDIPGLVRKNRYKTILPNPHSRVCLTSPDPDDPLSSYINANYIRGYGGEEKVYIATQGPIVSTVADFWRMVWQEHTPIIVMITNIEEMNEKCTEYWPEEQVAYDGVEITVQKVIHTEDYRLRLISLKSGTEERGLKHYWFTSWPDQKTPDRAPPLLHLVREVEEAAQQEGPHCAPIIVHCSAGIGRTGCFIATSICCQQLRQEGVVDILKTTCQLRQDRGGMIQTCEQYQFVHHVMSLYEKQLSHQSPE
#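 Assay system: isolated STEP enzyme / Timing: 20 min at room temperature, dark / Doses: 20 µM, 1% DMSO / Technique: fluorescence intensity, excitation 480 nm, emission 540 nm / Reagent: fluorogenic phosphatase substrate OMFP at 25 µM final / Measure: percent inhibition scaled to no-enzyme and uninhibited-enzyme controls, plate-pattern corrected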
# DNMT1 inh: blocks human DNA methyltransferase DNMT1. inhibition (reported as % activation of signal), % at 10 µM. P26358. DNMT1 molecular beacon, Hinp1I cleavage, fluorescence. 360,000 compounds, 0.83% hits; in the data active = inhibition above about 50%
# CSN inh: inhibitors of human CSN-mediated cullin deneddylation; 360,000 compounds, 0.38% hits; AID 651999; Purified CSN, SCF-Nedd8-OG deneddylation, fluorescence polarization; Q92905; inhibition, % at 12.5 µM;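 active = pattern-corrected inhibition above about 35%, with an unprinted fluorescence ratio check between 0.5 and 1.5, limit read from the data, passing the limit was not always enough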;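 note: 0% = enzyme with substrate and 100% = substrate without enzyme; some results filed as inactive read as strong as hits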
#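 Schedule: reaction 90 min, room temperature / Assay system: HEK293T-derived human Csn5 enzyme / Input: Csn5 at 0.24 nM final / Measure: inhibition of Csn5 cleavage, % / Control set: substrate-only high control, full reaction low control / Technique: fluorescence polarization of the substrate / Buffer or medium: Tris/NaCl/DTT buffer, pH 7.5 / Reagent: SCFSkp2-Nedd8OG substrate at 10 nM final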
# Active calls of the source: *; i = inactive; nt = not tested or not shown; + = active, no number.
no.	Structure	NadD block	Scp-1 inhibitor	MLLE-PAM2 inh	Tb MetRS inh	Rpn11 inh
1	Cc1ccc(C)c(SCC(=O)OCC(=O)Nc2ncc(C(F)(F)F)cc2Cl)c1	8	14	37	1.2	i
2	CS(=O)(=O)c1ccc(-c2csc(C(O)c3cccc(Cl)c3)n2)cc1 (stereo not given)	-7	nt	-7	0.1	i
3	Oc1ccc(Cl)cc1Sc1cc(Cl)ccc1O	-1	-13	4	-0.4	i
4	CCOc1ccc(Br)cc1S(=O)(=O)Nc1ccc(S(=O)(=O)Nc2cc(C)on2)cc1	-8	-18	-1	0.2	i
5	O=C(c1nc2nc(-c3ccccc3)cc(C(F)(F)F)n2n1)N1CCCCC1	-3	-6	7	-0.3	i
6	Cc1[nH][nH]c(=O)c1C(c1ccc(O)c(Br)c1)c1c(C)[nH][nH]c1=O	-2	0	-31	-0.5	i
7	O=C(Nc1ccc(OC(F)F)cc1)c1ncc(Cl)c(Cl)c1Cl	-6	0	-12	-1.4	i
8	Cc1ccc2nc(-c3ccccc3)c(CN3CCOCC3)n2c1	-8	-1	-3	-0.5	i
9	CC1C(=O)N2CCCc3cc(NC(=O)c4ccccc4F)cc1c32 (stereo not given)	1	1	19	-0.4	i
10	Cc1ccc2c(c1)c(C)cc[n+]2Cc1ccccc1	0	-11	-2	0.5	i
11	O=Cc1c(NCc2ccccc2Cl)c2ccccc2[nH]c1=O	-6	-7	-3	-1.1	i
12	CCOC(=O)c1nn(-c2ccccc2)c(C(=O)OCC)c1N	0	-4	-17	-0.9	i
13	COC(=O)C(C)n1cnc2c(nnn2-c2ccc(F)cc2)c1=O (stereo not given)	1	-9	-2	-0.9	i
14	O=C(c1ccc(Cl)cc1)N1CCN(c2cc(=O)[nH]nc2-c2ccccc2)CC1	0	4	-17	-1.0	i
15	Cc1ccc(NC(=O)CN(C)C(=O)c2cc(-c3ccccc3)nn2-c2ccccc2)cc1	2	-9	-8	-0.2	i

no.	SUMO1-SIM PPI	LMPTP inh	STEP inh	DNMT1 inh	CSN inh
1	0	2.2	1	-1	3
2	-5	-1.1	-4	-3	4
3	33	1.5	-6	-19	2
4	4	-1.4	-5	3	0
5	-14	-1.0	0	-2	4
6	3	1.1	-2	-10	2
7	0	-0.6	0	5	-6
8	-2	2.6	-1	6	2
9	-12	0.0	0	1	-2
10	-14	2.5	2	0	-7
11	-5	-1.9	1	1	-3
12	2	-1.3	5	7	0
13	1	0.3	-1	0	2
14	1	-0.9	-3	4	0
15	-19	-6.1	2	-2	2

# Next results
no.	Structure	NadD block	Scp-1 inhibitor	MLLE-PAM2 inh	Tb MetRS inh	Rpn11 inh
16	O=C(N/N=C/c1c[nH]c2ccccc12)c1[nH]c2ccc(Br)cc2c1-c1ccccc1	23	1	-10	-0.1	i
17	O=C(NC(=S)Nc1ccc(Cl)cn1)C12CC3CC(CC(C3)C1)C2	-1	-3	12	-0.5	i
18	O=C(NNC(=O)C1CCCC1)c1ccccc1F	-2	-10	-7	-0.5	i
19	N#CC1=C(N)N2C(=C(C#N)C13CCCC3)Nc1ccccc12	1	-11	12	-0.1	i
20	COc1ccc(OC)c(-c2cc(C3CCN(C(=O)OC(C)(C)C)CC3)[nH]n2)c1	-4	-2	-2	-0.8	i
21	CCN(CC(=O)Nc1cccc(OC)c1)C(=O)c1cnc(Cl)c(Cl)c1	0	4	7	-0.2	i
22	COC(CNC(=O)c1cc(C(=O)c2c(-c3c(Cl)cccc3Cl)noc2C)c[nH]1)OC	4	-5	7	-0.8	i
23	Cc1cccc(N2C(=O)CC(N3CCN(Cc4ccc5c(c4)OCO5)CC3)C2=O)c1 (stereo not given)	6	0	-8	-0.3	i
24	CCOC(=O)COc1nc(-c2ccc(C)cc2)cc(-c2ccco2)c1C#N	2	-8	-6	-0.5	i
25	CC(=O)Nc1ccc(CN2CCC(n3nccc3NC(=O)CCc3ccccc3)CC2)cc1	-5	-7	3	0.1	i
26	CC(C)(Oc1ccc(Cl)cc1)C(=O)NC1CCSC1=O (stereo not given)	2	-4	3	-1.2	i
27	CCOC(=O)C1=C(COC(=O)c2cccnc2SC)NC(=O)NC1C (stereo not given)	-2	0	5	-0.2	i
28	O=C(COc1nsnc1N1CCOCC1)Nc1ccc(Br)cc1	-8	-2	-15	20*	i
29	COc1cc(OC)cc(C(=O)NNC(=O)c2nn(C)c(=O)c3ccccc23)c1	0	5	-14	-0.4	i
30	CCn1nc(NC(=O)C(C)(C)C)c2cc3cccc(C)c3nc21	-8	-1	24	-0.7	i

no.	SUMO1-SIM PPI	LMPTP inh	STEP inh	DNMT1 inh	CSN inh
16	0	2.7	0	-24	1
17	-2	2.7	-1	0	-1
18	0	-1.7	-1	3	-2
19	-5	0.9	-3	1	-6
20	-1	0.2	-8	4	4
21	5	0.9	-2	2	-4
22	-1	-0.1	0	-2	0
23	0	-1.4	2	1	3
24	-6	-0.6	0	4	3
25	3	-1.3	-2	2	3
26	0	-0.2	-4	1	1
27	3	-1.0	-2	10	-2
28	-1	-0.1	0	0	0
29	-9	-0.5	-2	3	-1
30	-6	-0.2	1	1	-2

# Individual results from the results shown:
# For DNMT1 inh, O=C(COc1nsnc1N1CCOCC1)Nc1ccc(Br)cc1 is listed with 0
# For Scp-1 inhibitor, CCOC(=O)COc1nc(-c2ccc(C)cc2)cc(-c2ccco2)c1C#N is listed with -8

# Next structures follow:
no.	Structure	NadD block	Scp-1 inhibitor	MLLE-PAM2 inh	Tb MetRS inh	Rpn11 inh
31	CC(=O)c1c(C)[nH]c(C(=O)OCc2ccccc2)c1C	-8	3	-1	-1.1	i
32	Cc1ccc(SCC(=O)NC(=O)NCc2ccccc2)c(C)c1	4	0	5	-0.8	i
33	CNc1c([N+](=O)[O-])cnn1-c1ccc(Cl)cc1	-1	-5	2	0.2	i
34	CCn1c(CNc2ccc(OC)cc2)nnc1SCC(=O)Nc1ccc(F)cc1	-2	-10	-26	0.2	i
35	Cc1cc(C)c(C)c(S(=O)(=O)N2C(=S)NC(=O)C2C(C)C)c1C (stereo not given)	-1	-2	28	-1.6	i
36	COc1ccc(N2CCN(Cc3ccc(Br)s3)CC2)cc1	-6	-10	-3	-0.1	i
37	O=C(NC(=S)NC1CCCC1)c1ccccc1	-2	-7	23	0.0	i
38	CCCC(C(=O)NC(C)(C)C)N(Cc1ccc(F)cc1)C(=O)c1snc(C(N)=O)c1N (stereo not given)	0	-1	-12	-1.4	i
39	Cc1ccc(S(=O)(=O)CCC(=O)OCC(=O)Nc2ncc(Cl)cc2Cl)cc1	3	-11	-18	0.4	i
40	CCOC(=O)CC(=O)N/N=C/c1c(N)n(C)c(=O)n(C)c1=O	1	-4	-3	0.0	i
41	COc1ccc(C(=O)COC(=O)c2ccc(N(C)C)cc2)cc1	2	9	-5	-1.1	i
42	O=c1[nH]c2cccnc2c2ccsc12	2	-3	-4	0.3	i
43	O=C(CNS(=O)(=O)c1ccccc1)NCc1ccco1	0	12	5	-0.4	i
44	CCOC(=O)c1sc(=S)[nH]c1C	2	-8	5	0.4	i
45	COC(=O)N/N=C/c1cccc(OCCSc2ccc(Cl)cc2)c1	-18	-9	13	-0.6	i

no.	SUMO1-SIM PPI	LMPTP inh	STEP inh	DNMT1 inh	CSN inh
31	2	0.1	0	1	4
32	3	1.8	1	0	3
33	-14	-0.6	-2	6	-7
34	-2	-0.9	-7	7	3
35	4	0.7	6	-2	2
36	0	-0.9	4	-2	2
37	2	2.0	5	0	0
38	-1	0.9	-1	2	2
39	-3	-1.4	-3	-4	6
40	0	-0.2	0	1	6
41	-8	-1.5	-2	12	-4
42	-4	-1.0	0	4	-16
43	1	-1.3	2	7	3
44	-2	-0.8	-6	-2	-2
45	-7	3.8	2	0	-1

# Sorted by the number under CSN inh (low to high): four from the list above.
no.	Structure	NadD block	Scp-1 inhibitor	MLLE-PAM2 inh	Tb MetRS inh	Rpn11 inh
41	COc1ccc(C(=O)COC(=O)c2ccc(N(C)C)cc2)cc1	2	9	-5	-1.1	i
37	O=C(NC(=S)NC1CCCC1)c1ccccc1	-2	-7	23	0.0	i
35	Cc1cc(C)c(C)c(S(=O)(=O)N2C(=S)NC(=O)C2C(C)C)c1C (stereo not given)	-1	-2	28	-1.6	i
40	CCOC(=O)CC(=O)N/N=C/c1c(N)n(C)c(=O)n(C)c1=O	1	-4	-3	0.0	i

no.	SUMO1-SIM PPI	LMPTP inh	STEP inh	DNMT1 inh	CSN inh
41	-8	-1.5	-2	12	-4
37	2	2.0	5	0	0
35	4	0.7	6	-2	2
40	0	-0.2	0	1	6

# Continuation.
no.	Structure	NadD block	Scp-1 inhibitor	MLLE-PAM2 inh	Tb MetRS inh	Rpn11 inh
46	O=c1[nH]c2ccc(S(=O)(=O)N3CCN(Cc4ccccc4)CC3)cc2[nH]c1=O	-5	-11	-5	-0.4	i
47	Cc1cc2[nH]c(=O)c(=O)[nH]c2cc1S(=O)(=O)N1CCN(c2ccccc2)CC1	1	-4	10	-0.1	i
48	COC(=O)c1sc(S(=O)(=O)N2CCN(CCO)CC2)c(C(=O)OC)c1C	-6	-4	15	-0.7	i
49	CCOC(=O)CCC(=O)Nc1ccc([N+](=O)[O-])cc1C	-5	-5	2	-0.5	+
50	O=C1CSC(=S)N1	1	-9	19	-0.6	i
51	CC(C)NC(=O)N(C)C[C@H]1Oc2ccc(NC(=O)NC3CCCCC3)cc2C(=O)N([C@H](C)CO)C[C@@H]1C	3	-2	3	-0.3	i
52	O=Cc1ccc(OCC(=O)NC(=O)NC2CCCCC2)cc1	-3	0	-9	1.1	i
53	NS(=O)(=O)c1cccc(NC(=O)CC23CC4CC(C2)CC(CC(=O)Nc2cccc(S(N)(=O)=O)c2)(C4)C3)c1	-4	5	8	5.0	i
54	COC(=O)COc1ccc2c(=O)c(-c3ccccc3)coc2c1	-1	-10	-14	0.7	i

no.	SUMO1-SIM PPI	LMPTP inh	STEP inh	DNMT1 inh	CSN inh
46	5	-0.8	4	3	-2
47	1	0.2	-3	-1	-1
48	-4	-1.3	0	1	3
49	-4	-0.7	-3	-3	-8
50	0	-0.9	-3	0	4
51	5	-0.4	1	1	-3
52	0	-1.8	1	5	7
53	1	2.1	-3	-2	-4
54	2	-1.5	-1	0	-3

# Source: PubChem
